# Bioassay records (PubChem)
# Myeloid diff MLP: compounds promoting myeloid differentiation; ER-HoxA9 myeloid progenitors, lysozyme-GFP differentiation, flow cytometry; calls only at 10 µM; 1% of 360,000 active; AID 624256;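 active = normalized GFP-positive differentiation at or above the plate's own cutoff, the solvent-only control mean plus 3 SD; inconclusive = no clear call, values can overlap the other calls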;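 note: cells exposed to compound for four days before flow analysis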
# Myeloid diff MLP GFP+ MAC1+ %: further read-out of Myeloid diff MLP, marked with its call; GFP+ MAC1+ double positive, %; measured here: differentiation confirmed by MAC1 staining
# * marks the source's active call; other numbers are inactive results; i = inactive; ? = inconclusive; · = no result given; & = joins results of further samples. This is a subset (hit frequency here may not be typical).
SMILES,Myeloid diff MLP,Myeloid diff MLP GFP+ MAC1+ %
O=C(Nc1cccc(C(F)(F)F)c1)OCc1ccncc1,i,0.3
O=C(NCCN1CCOCC1)c1ccc(CS(=O)(=O)c2ccc(Br)cc2)o1,i,1.7
CCOC(=O)C1=CCN(S(=O)(=O)c2ccccc2C)C1c1cccc(Cl)c1 (stereo not given),i,1.7
CCN(C(=O)CSc1nnc(-c2ccccc2OC)n1N)c1c(N)n(Cc2ccccc2)c(=O)[nH]c1=O,i,0.2
Nc1sc(-c2ccccc2)cc1C(=O)NCCN1CCOCC1,i,0.9
CCOC(=O)N1CCN(C(=O)C[C@@H]2C[C@@]3(C(=O)OC)CCCCC=C3N(Cc3ccccc3)C2=O)CC1,i,0.7
COc1ccc(CN2C(=O)C(CC(=O)NC3CCCC3)CC(C(=O)N(C)C)=C2C)cc1 (stereo not given),i,0.5
COc1cc(CN2C[C@@H](CO)O[C@@H](n3cnc4c(NCCN(C)C)ncnc43)C2)cc(OC)c1OC,i,0.9
COc1ccc(C(O)c2ncc(-c3ccccc3)[nH]2)cc1 (stereo not given),i,1.6
CN(C(=O)C1Cc2c(-c3ccc(Cl)cc3)ccnc2O1)c1ccccc1 (stereo not given),i,0.9
OC(c1ccccc1)(c1ccccc1)c1ncc[nH]1,i,2.1
O=C(COC(=O)c1ccccc1)c1ccc2c(c1)OCCO2,i,0.1
O=C(/C=C/c1ccc(F)cc1)Nc1cccc(S(=O)(=O)N2CCOCC2)c1,i,2.8
COc1ccccc1CNC(=O)Nc1nnc([C@H]2C[C@H](O)[C@@H](CO)O2)s1,i,0.7
O=C(N[C@@H]1c2ccccc2CC[C@@H]1OCc1ccccc1)c1ccc(C(F)(F)F)cc1,i,1.2
Cc1ccc(C)c(NC(=O)COC(=O)c2c(C)nn(-c3ccccc3)c2C)c1,i,0.8
Cc1ccc(CNC(=O)c2cc(S(=O)(=O)N3CCCCC3)ccc2N2CCOCC2)cc1,i,2.2
COCCCNc1ccn2nc(-c3ccc(OCCN4CCOCC4)cc3)cc2n1,i,1.4
COC(=O)CCN(Cc1cc(OC)ccc1OC)S(=O)(=O)c1ccccc1Br,i,0.2
C[C@@H]1CN([C@H](C)CO)C(=O)CCCn2nncc2CO[C@H]1CN(C)C(=O)Nc1ccnc(N2CCOCC2)c1,i,0.1
COC(=O)c1cc(C)c(C)cc1NC1OC(CO)C(O)C1O (stereo not given),i,0.6
CC(OCC(O)CN1CCN(S(=O)(=O)c2ccc(Cl)cc2)CC1)c1ccc(Cl)cc1 (stereo not given),i,0.9
COc1ccccc1CNc1nc(NCCNC(C)=O)c2sccc2n1,i,0.4
O=C1Cc2cc(S(=O)(=O)Nc3ccc(N4CCOCC4)cc3)ccc2N1,i,0.5
COc1ccc(OC)c(NC(=O)CN2C(=O)C(=O)N(Cc3ccccc3)C2=O)c1,i,0.9

# Exported with bars between the fields: entries from further up
SMILES | Myeloid diff MLP | Myeloid diff MLP GFP+ MAC1+ %
O=C(COC(=O)c1ccccc1)c1ccc2c(c1)OCCO2 | i | 0.1
O=C1Cc2cc(S(=O)(=O)Nc3ccc(N4CCOCC4)cc3)ccc2N1 | i | 0.5
O=C(N[C@@H]1c2ccccc2CC[C@@H]1OCc1ccccc1)c1ccc(C(F)(F)F)cc1 | i | 1.2

# Later entries:
SMILES,Myeloid diff MLP,Myeloid diff MLP GFP+ MAC1+ %
CCN(C[C@H]1N[C@@](C)(C(=O)OC)[C@H]2C(=O)N(C)C(=O)[C@@H]12)S(=O)(=O)c1ccc(C)cc1,i,1.7
O=C(Nc1ccc(F)c(Cl)c1)c1cc(C2CCCCN2C(=O)c2cccs2)on1 (stereo not given),i,0.8
Nc1[nH]c(C(=O)c2ccccc2)c(-c2ccccc2Br)c1C(=O)NCc1ccc(-c2ccccc2)cc1,i,0.9
CN(Cc1ccccc1)C(=O)c1[nH]cnc1C(=O)Nc1ccc(Cl)cc1,i,1.8
CCc1nc2ccc(C(=O)NCCCN3CCCC3=O)cn2c1N(C)Cc1ccc(OC)cc1,i,0.9
COC(=O)CCC(C)C1CCC2C3CCC4CC(O)CCC4(C)C3CC(O)C12C (stereo not given),i,1.7
COc1ccc(CNC(=O)c2ccc(S(=O)(=O)NCc3ccco3)cc2)cc1,i,0.6
Clc1cccc(-c2nc3ccc(Br)cn3c2Cc2ccccc2)c1,i,1.3
CC(C)c1cc(C(=O)NCc2ccc(F)cc2)c(N)s1,i,1.2
COc1cc(C=NNC(=O)c2ccccc2NS(=O)(=O)c2cccs2)cc(OC)c1O,i,1.0
OC[C@@H]1CN(CCNc2ccccc2)C[C@H](n2cnc3c(NCc4ccncc4)ncnc32)O1,i,0.2
COc1ccc(-c2nc3c4ccccc4ccn3c2Cc2cccc(F)c2)cc1OC,i,0.8
COc1ccc(CC(=O)OCC(=O)Nc2ccc(Cl)cc2C)cc1,i,0.7
CCN(CC)c1ccc(C(=C2C=CC(=[N+](CC)CC)C=C2)c2ccccc2)cc1,?,·
CCCn1c(CN2CCN(C(=O)c3ccco3)CC2)nc2cc(S(=O)(=O)N(C)C)ccc21,i,0.6
O=C(CN1C(=O)NC2(CCCCC2)C1=O)Nc1ccc(N2CCCCC2)cc1,i,2.3
CC1(C)c2[nH]c3ccccc3c2C[C@@H]2C(=O)N(Cc3ccccc3)C(=O)N21,i,0.9
CC1(C(=O)Nc2cccc3cccnc23)CCN1Cc1csc2ccccc12 (stereo not given),i,0.2
COC(=O)C1=CN(c2cccc(OCc3ccccc3)c2)C(N)=C(C#N)C1c1ccccc1 (stereo not given),i,1.2
CCCC(C(=O)NNC(=O)c1ccncc1)c1ccccc1 (stereo not given),i,1.2
CN(C)c1ccc2c(c1[N+](=O)[O-])Cc1ccccc1-2,i,0.8
COc1ccc(S(=O)(=O)N2CCN(C(=O)C3CC(=O)N(c4ccccc4F)C3)CC2)cc1OC (stereo not given),i,1.1
O=C(CC(O)(CC(=O)OCc1ccccc1)C(=O)OCc1ccccc1)OCc1ccccc1,i,1.0
COc1ccccc1OCc1ccc(C(=O)NCC2CCCO2)cc1 (stereo not given),i,0.3
CCOC(=O)C(=O)N(C)c1c(CC)nc2c(OCc3ccc(Cl)cc3)cccn12,i,1.6

# Fetched one by one from the entries so far, 6 records:
SMILES,Myeloid diff MLP,Myeloid diff MLP GFP+ MAC1+ %
CC(C)c1cc(C(=O)NCc2ccc(F)cc2)c(N)s1,i,1.2
COC(=O)CCC(C)C1CCC2C3CCC4CC(O)CCC4(C)C3CC(O)C12C (stereo not given),i,1.7
CCN(C[C@H]1N[C@@](C)(C(=O)OC)[C@H]2C(=O)N(C)C(=O)[C@@H]12)S(=O)(=O)c1ccc(C)cc1,i,1.7
CCCn1c(CN2CCN(C(=O)c3ccco3)CC2)nc2cc(S(=O)(=O)N(C)C)ccc21,i,0.6
CN(C)c1ccc2c(c1[N+](=O)[O-])Cc1ccccc1-2,i,0.8
COc1cc(C=NNC(=O)c2ccccc2NS(=O)(=O)c2cccs2)cc(OC)c1O,i,1.0

# Next records:
SMILES,Myeloid diff MLP,Myeloid diff MLP GFP+ MAC1+ %
Cc1ccc(S(=O)(=O)N2CCC[C@H]2C(=O)OCc2nc3ccccc3s2)cc1,i,1.2
O=C(Nc1ccccc1N1CCCC1)c1cc(=O)[nH]c2ccccc12,i,0.6
CC(C)CCN1CCC[C@]2(N[C@H](c3ccccc3)[C@@H]3C(=O)N(Cc4ccccc4)C(=O)[C@@H]32)C1=O,i,0.5
COc1ccc(CNC(=O)C2CCCN2C(=O)Nc2cccc(Cl)c2)cc1 (stereo not given),i,3.1
C[C@@H]1CCCCO[C@@H](CN(C)S(=O)(=O)c2ccc(F)cc2)[C@@H](C)CN([C@H](C)CO)C(=O)c2cc(N(C)C)ccc2O1,i,0.7
O=c1[nH]cc(CCCc2ccccc2)c(=O)[nH]1,i,0.6
C[C@H]1CCCCO[C@H](CN(C)S(=O)(=O)c2cn(C)cn2)[C@@H](C)CN([C@@H](C)CO)C(=O)c2cc(NS(=O)(=O)c3ccccc3)ccc2O1,i,0.7
Cc1cccc(C)c1C(O)c1ncc(-c2ccccc2C(F)(F)F)[nH]1 (stereo not given),i,1.6
Cc1ccc(S(=O)(=O)N2CCOCC2)cc1C(=O)OCC(=O)Nc1ccc(Cl)cn1,i,1.8
CNc1nc(Cl)nc2c1ncn2-c1ccccc1,i,1.0
CCC(=O)Nc1ccc2c(c1)OC[C@@H](C)N(Cc1cccc(F)c1)C[C@@H](C)[C@@H](OC)CN(C)C2=O,i,1.0
CN(CC(=O)Nc1ccccc1Br)C(=O)CN(C)C1CCCCC1,i,0.4
COC(=O)C(C(C)C)N(Cc1cc(OC)cc(OC)c1)S(=O)(=O)CCl (stereo not given),i,0.8
Cc1ccc([C@H]2C[C@@H](O)[C@H](n3cc(COC(=O)c4ccccc4)nn3)CN2Cc2cccs2)cc1,i,1.0
C[C@@H]1CN([C@H](C)CO)C(=O)CCCn2nncc2CO[C@@H]1CN(C)S(=O)(=O)c1ccc(Oc2ccccc2)cc1,i,0.3
CN(CC(=O)Nc1ccc(F)cc1)CC(=O)NC1CCCCC1,i,0.4
CCOC(=O)C1=CCC(c2cccc(Cl)c2)N(S(=O)(=O)c2ccc(C)cc2)C1 (stereo not given),i,1.1
Cc1cc(C)c(C(=O)c2ccccc2)c(C)c1,i,1.4
CC1(C(=O)NS(=O)(=O)c2ccccc2Cl)CCN1C(=O)c1cccc2ccccc12 (stereo not given),i,1.2
CCC(C(=O)NC1CCCC1)n1c2ccccc2c2nc(=O)cc(C)n21 (stereo not given),i,2.3
COC(=O)c1ccc(CNC(=O)Cn2cnc3c(SC)nc(N)nc32)cc1,i,0.3
COc1cc2oc(=O)cc(CN3CCN(C(C)=O)CC3)c2cc1Cl,i,1.3
CCC(C)Sc1ccc(-c2nc3ccc(C)cn3c2NCc2ccccc2)cc1 (stereo not given),i,0.7&1.4
CC1=C(C(=O)N2CCOCC2)CC(CC(=O)NCC2CCCCC2)C(=O)N1CCC1=CCCCC1 (stereo not given),i,0.2
COC(=O)c1ccc(CC2(C)C(=O)Nc3ccc(-c4cccc(C(F)(F)F)c4)cc32)o1 (stereo not given),i,1.0

# One compound at a time, from the list above. Screens in order: Myeloid diff MLP | Myeloid diff MLP GFP+ MAC1+ %
# Cc1cc(C)c(C(=O)c2ccccc2)c(C)c1 across the screens: i | 1.4
# COC(=O)C(C(C)C)N(Cc1cc(OC)cc(OC)c1)S(=O)(=O)CCl (stereo not given) across the screens: i | 0.8
# O=c1[nH]cc(CCCc2ccccc2)c(=O)[nH]1 across the screens: i | 0.6
# COC(=O)c1ccc(CNC(=O)Cn2cnc3c(SC)nc(N)nc32)cc1 across the screens: i | 0.3
# CCC(=O)Nc1ccc2c(c1)OC[C@@H](C)N(Cc1cccc(F)c1)C[C@@H](C)[C@@H](OC)CN(C)C2=O across the screens: i | 1.0

# (cont.)
SMILES,Myeloid diff MLP,Myeloid diff MLP GFP+ MAC1+ %
Cc1ccc(S(=O)(=O)Nc2ccc(F)c(F)c2O)cc1,i,2.6
CCOc1ccc(NC(=O)CN(C)C(=O)c2ccc3c(c2)S(=O)(=O)N=C2CCCCCN23)cc1OCC,i,1.4
Cn1nc(C(C)(C)C)cc1C(=O)N1CCC(C)(C(=O)NS(=O)(=O)C2CC2)C1 (stereo not given),i,1.1
CC(C)C(N)c1csc(Nc2nncc3ccccc23)n1 (stereo not given),i,0.7
CS(=O)(=O)c1ccc(NC(=O)c2ccccc2-n2cnnn2)cc1,i,0.4
CCOC(=O)CC1(C)Sc2ccccc2N1S(=O)(=O)c1ccc(C)cc1 (stereo not given),i,3.0
Cc1ccc(NS(=O)(=O)c2ccc(NC(=O)c3ccccc3C(=O)O)cc2)cc1C,i,0.3
O=C1CC/C=C\C[C@@H](CC(=O)N(CCO)Cc2ccccc2)C(=O)N2CCC[C@H]2CO1,i,0.9
COC1C(CO)OC(n2cnc3c(=S)nc(N)[nH]c32)C1O (stereo not given),i,2.3
C[C@H](O)Cc1cn(-c2cc3cc(C#Cc4ccsc4)ccc3oc2=O)nn1,i,2.9
COc1cc(/C=C/C(=O)OCC(=O)NCC2CCCCC2)ccc1O,i,0.1
O=C(COc1ccc(Cl)cc1Cl)OCC(=O)c1ccc[nH]1,i,0.2
Clc1ccc(C(c2nnnn2C2CCCC2)N2CCN(c3nc4ccccc4s3)CC2)cc1 (stereo not given),i,0.8
CC1(C(=O)NS(=O)(=O)c2cccc(C#N)c2)CCN1C(=O)c1ccc(C2CCCCC2)cc1 (stereo not given),i,1.0
C[C@H](NC(=O)c1nc[nH]c1C(=O)NCc1ccc(CNC(=O)OC(C)(C)C)cc1)C(=O)OCc1ccccc1,i,1.0
COc1cccc(CNC(=O)[C@@H]2CCCN2C(=O)[C@@H]2CCCN2C(=O)c2cccc(Cl)c2)c1,i,1.4
C[C@@H]1CN([C@H](C)CO)C(=O)CCCn2nncc2CO[C@H]1CN(C)S(=O)(=O)c1cccs1,i,0.7
CN(CC(=O)Nc1ccccc1Cl)C(=O)Cn1cnc2ccc(Cl)cc2c1=O,i,1.1
Cc1c(Cl)cnc(NC(=O)COC(=O)c2cccc(S(=O)(=O)N3CCOCC3)c2)c1Cl,i,1.2
COc1cccc(CN(C)C[C@H]2OCc3cnnn3CCCC(=O)N([C@@H](C)CO)C[C@@H]2C)c1,i,0.5
O=C1OC[C@@H]2CCCN2C(=O)[C@@H](CC(=O)N(CCO)Cc2ccccc2)C/C=C\C[C@@H]1Cc1ccc(F)cc1,i,1.5
CCOC(=O)C1=CCN(S(=O)(=O)c2ccc(C)cc2)C1c1cccc(Br)c1 (stereo not given),i,1.7
NC(Cc1ccccc1)c1csc(NC(=O)c2cccc(OC(F)(F)F)c2)n1 (stereo not given),i,1.7
COc1ccc(S(=O)(=O)N2CCCOC2CNC(=O)C(=O)NCc2ccccc2C)cc1 (stereo not given),i,0.9
Cc1cccc(C)c1NC(=O)C(c1ccccc1)n1c(=O)c(-c2ccccc2)nc2ccccc21 (stereo not given),i,1.3
CC1=C(C(=O)N2CCOCC2)CC(CC(=O)NCC2CCCCC2)C(=O)N1Cc1ccc(F)cc1 (stereo not given),i,0.6
Cc1ccc(S(=O)(=O)N2CCCN(Cc3nc4ccccc4c(=O)[nH]3)CC2)cc1,i,0.7
